From PubChem
GLS inh: inhibitors of human glutaminase (GLS). O94925. GLS enzymatic activity, qHTS titration. Potency, µM (doses to about 45.5 µM), for inactives: at the top dose activity change, negative = inhibition, actives largely listed as inhibitors. 0.21% of 410,000 active; note: potency is the fitted concentration of half-maximal effect; % is set by controls: 0 for no effect and ±100 for the full control effect
Target sequence (O94925 whole entry, looked up): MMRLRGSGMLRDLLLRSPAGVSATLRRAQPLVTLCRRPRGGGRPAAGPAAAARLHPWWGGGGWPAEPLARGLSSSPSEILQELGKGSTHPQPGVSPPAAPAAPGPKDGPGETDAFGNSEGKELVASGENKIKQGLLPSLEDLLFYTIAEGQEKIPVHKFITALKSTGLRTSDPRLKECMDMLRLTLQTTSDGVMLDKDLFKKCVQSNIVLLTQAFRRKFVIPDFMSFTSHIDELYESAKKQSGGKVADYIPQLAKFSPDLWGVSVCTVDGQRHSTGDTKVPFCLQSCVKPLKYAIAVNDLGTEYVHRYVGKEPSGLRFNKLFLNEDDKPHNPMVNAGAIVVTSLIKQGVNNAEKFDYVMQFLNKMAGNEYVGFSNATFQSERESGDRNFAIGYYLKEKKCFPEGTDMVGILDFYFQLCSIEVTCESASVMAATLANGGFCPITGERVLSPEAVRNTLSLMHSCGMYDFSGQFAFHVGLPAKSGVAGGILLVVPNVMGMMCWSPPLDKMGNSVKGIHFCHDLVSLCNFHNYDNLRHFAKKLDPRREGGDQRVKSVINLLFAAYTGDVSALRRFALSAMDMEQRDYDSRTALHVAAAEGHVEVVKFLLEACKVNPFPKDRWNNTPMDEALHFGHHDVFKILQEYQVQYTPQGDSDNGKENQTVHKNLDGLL
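Enzyme dispensed in phosphate buffer (45 mM, pH 8.2, 0.02% Tween-20), compounds pinned in, then 1 mM L-glutamine solution and the glutamate oxidase–HRP–Amplex Red mix added; fluorescence read immediately and again after 30 min at room temperature.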
JMJD2A Tudor inh: inhibitors of human JMJD2A Tudor domain; AlphaScreen JMJD2A-Tudor / H3K4me3 peptide binding; Potency, µM (series often up to 114 µM), without a hit: at the highest dose activity change, negative = inhibition, most hits filed as inhibitors; 4.4% of 390,000 active; AID 504339; note: potency is the fitted concentration of half-maximal effect; % is set by controls: 0 for no effect and ±100 for the full control effect; nearly all actives have a fitted effect of over 50% in size
HP1b chromo inh: HP1-beta chromodomain-methylated histone interaction inhibition; P83916; AlphaScreen HP1-beta / biotin-H3K9me3 peptide binding; Potency, µM (top dose mostly 114 µM), inactives show at the highest dose activity change, negative = inhibition, most hits filed as inhibitors; 0.56% of 390,000 active; note: potency is the fitted concentration of half-maximal effect; nearly all actives have a fitted effect of over 70% in size; inactives centre near 23
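AlphaScreen: HP1-beta (50 nM) preformed 30 min with biotin-H3(1-18)K9me3 peptide (50 nM) in PBS pH 7.4, 0.01% Tween-20. Compound added for 30 min at RT, then streptavidin donor/nickel chelate acceptor beads (10 ug/mL) for 30 min.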
PI4K2A block: PI4K2A (human) kinase inhibition; AID 1346378; activity change, negative = inhibition, % at 76.9 µM; purified PI4K2A, ADP-Glo luminescence, 1 h; stronger effect = lower value; 0.13% of 420,000 active; Q9BTU6; in the data active = activity change below about -50%; inconclusive = mostly about -30% to -49%;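 note: -100% = wells without enzyme as full effect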
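ADP-Glo luminescence measured ADP generated by PI4K2A enzyme (4 ug/mL before mixing) with 1.2 mM PI substrate (pre-mix) and 300 microM ATP (pre-mix). Tris pH7.5 buffer with MgCl2, Triton X-100; 1 h reaction at ambient temperature.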
G9a block: blocks human histone lysine methyltransferase G9a; Q96KQ7; G9a H3K9 monomethylation, AlphaScreen, 2 h; Potency, µM (series often up to 102 µM), inactives show at the highest dose activity, negative = inhibition, hits mostly inhibitors; 8.8% of 350,000 active; note: potency is the fitted concentration of half-maximal effect; % is set by controls: 0 for no effect and ±100 for the full control effect; nearly all actives have a fitted effect of over 75% in size
Target sequence (Q96KQ7 913-1193 limits assumed): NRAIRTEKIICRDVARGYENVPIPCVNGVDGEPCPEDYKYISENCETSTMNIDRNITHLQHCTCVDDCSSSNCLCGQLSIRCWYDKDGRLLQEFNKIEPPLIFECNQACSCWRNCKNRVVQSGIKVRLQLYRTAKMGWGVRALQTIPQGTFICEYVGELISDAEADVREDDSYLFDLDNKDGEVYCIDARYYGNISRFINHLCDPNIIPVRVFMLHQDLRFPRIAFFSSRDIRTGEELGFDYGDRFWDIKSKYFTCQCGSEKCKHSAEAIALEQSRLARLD
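Chemiluminescent proximity detection of H3K9 monomethylation, read after 10 min bead incubation in the dark. Reaction: 20 nM G9a, 500 nM biotin-H3K9 peptide, 20 uM SAM cofactor, 2 h, room temperature, following 15 min enzyme-compound preincubation.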
ERG-DNA inh: ERG Ets/DNA interaction inhibition; P11308; fluorescence polarization, His-ERG Ets domain / labelled DNA; Potency, µM (series often up to 76.9 µM), for inactives: at the top dose FP activity, negative = inhibition, usual class: inhibitors; 0.028% of 370,000 active; active = well fitted inhibition curve with a large enough effect in the polarisation, with a control signal flat; inconclusive = small, poorly fitted or top-dose-only effect, or effect the other way, or a change in a side signal; inactive = no such curve, though single readings can be large or run the other way; the % refers to the polarisation;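 note: polarization taken with two DNA probes labelled with fluorescein and Texas red; potency is the fitted concentration of half-maximal effect; % of control where 0% means no effect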
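His-tagged ERG Ets domain (1 uM in the protein solution; 300mM KCl, 50mM Tris-HCl, 1mM EDTA, 1mM DTT, pH 7.5) received compound, then a probe mix of 5 nM fluorescein-DNA and 100nM Texas-615-DNA. Fluorescence polarization was read for both dyes.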
RGS4 inhibitor: inhibitors of human regulator of G protein signaling 4; 0.039% of 390,000 active; P49798; Transcreener GDP fluorescence polarization, RGS4-accelerated GTP hydrolysis; Potency, µM (series often up to 114 µM), for the others: at the top dose activity change, negative = inhibition, most hits filed as inhibitors; note: potency is the fitted concentration of half-maximal effect; % is set by controls: 0 for no effect and ±100 for the full control effect; nearly all actives have a fitted effect of over 75% in size; some results filed as inactive show a strong effect at the top dose
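MLSMR compounds (23 nl, pin-transferred) preincubated 10 min at room temperature with a 500nM (2x) first reagent, then RGS4 at 900nM (2x) plus Transcreener GDP mix added; fluorescence polarization (620/688 nm) read before and after 90 min at 30 °C.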
ALOX12 inh: ALOX12 (human) lipoxygenase inhibition | Potency, µM (highest dose often 108 µM), for inactives: top-dose activity change, negative = inhibition, actives largely listed as inhibitors | 1.1% of 580,000 active | P18054 | AID 1671190 | purified 12hLO, xylenol orange hydroperoxide absorbance; note: potency is the fitted concentration of half-maximal effect; % is set by controls: 0 for no effect and ±100 for the full control effect
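Hydroperoxide product was detected by ferrous iron/xylenol orange as the 573 to 405 nm absorbance ratio. Arachidonic acid at 40 uM (final) was turned over for 30 min at room temperature by 150 nM human 12hLO, pH 7.0 Hepes buffer, after 15 min compound preincubation.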
BAZ2B block: inhibitors of human BAZ2B bromodomain. Potency, µM (titrated, usually from 114 µM), for the others: at the top dose activity change, negative = inhibition, actives largely listed as inhibitors. AlphaScreen BAZ2B-H3K14Ac peptide displacement. 4.4% of 360,000 active; note: potency is the fitted concentration of half-maximal effect; % is set by controls: 0 for no effect and ±100 for the full control effect; nearly all actives have a fitted effect of over 60% in size
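AlphaScreen displacement of biotin-H3(5-23)K14Ac peptide (50 nM final) from BAZ2B (50 nM final) in PBS pH 7.4, 0.01% Tween-20; complex preformed 30 min RT, then compounds (top 110 uM) 30 min RT, beads 20 min dark.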
Numbers without * were called inactive; ? = inconclusive; nt = not tested or not shown; [ ] = dose if it differs, or a comment. Unless noted, calls come from the whole dose curve; as a rule, active = well fitted curve in the direction sought with a large enough effect; inconclusive = small, poorly fitted or top-dose-only effect, or another doubt; inactive = no such curve, though single readings can be large; an effect the other way counts as inactive or inconclusive.

1	O=C(Nc1ccccc1Sc1ccccc1)c1ccc(F)cc1
2	O=C(NCCc1c[nH]c2ccccc12)C1CCN(Cc2ccc(Br)cc2)CC1
3	CN(C)c1ccc(C=C2C(=O)OC(C)(C)OC2=O)cc1
4	C=CCN(c1ccccc1)S(=O)(=O)c1ccc2c(c1)NC(=O)C(C)S2 (stereo unspecified)
5	COc1ccc(N(C(=O)c2snc(C(N)=O)c2N)C(C(=O)NC2CCCC2)c2ccc(F)cc2)c(OC)c1 (stereo unspecified)
6	Cc1ccc(C2CC(c3cccs3)=NN2C(=O)c2ccc(Br)o2)cc1 (stereo unspecified)
7	COC(=O)c1sc(N2C(=O)C(O)=C(C(=O)c3ccc(C)o3)C2c2ccc([N+](=O)[O-])cc2)nc1C (stereo unspecified)
8	CCc1ccc([C@@H]2CC=C(C(=O)O)[C@H](c3ccccc3F)N2S(=O)(=O)c2ccc(C)cc2)cc1
9	COc1ccc(/C=C(\C#N)C(=O)Nc2cc(S(=O)(=O)N3CCCCC3)ccc2N2CCCCC2)cc1
10	CCOc1ccc(NC(=O)CN(C)C(=O)c2cccnc2Sc2ccc(C)c(C)c2)cc1OCC

| Assay by compound | 1 | 2 | 3 | 4 | 5 | 6 | 7 | 8 | 9 | 10 |
| --- | --- | --- | --- | --- | --- | --- | --- | --- | --- | --- |
| JMJD2A Tudor inh | 213%[activator] | ? | -9% | -25% | -21% | -13% | ? | -26% | -18% | -15% |
| HP1b chromo inh | 254%[activator] | -22% | 25% | 25% | -14% | 0% | 10% | 34% | 13% | 19% |
| ERG-DNA inh | -6% | 6% | 20% | 1% | 13% | 1% | 6% | 7% | 4% | 3% |
| BAZ2B block | 151%[activator] | ? | -31% | -9% | -24% | 28% | -6% | 1% | -1% | -3% |
| G9a block | 26%[59 µM] | -6%[59 µM] | ? | nt | 23% | ? | ? | -12%[2.33 µM] | 3%[59 µM] | nt |
| ALOX12 inh | -11% | ? | ? | -2% | -2% | 0% | ? | -27% | 11% | 31%[activator] |
| PI4K2A block | 4 | 2 | 1 | 4 | -2 | -7 | 0 | -6 | 3 | 0 |
| GLS inh | -2% | -3% | 12% | 0% | -5% | 9% | -16% | 22% | 1% | 5% |
| RGS4 inhibitor | 1%[11.4 µM] | -15% | -12% | 9% | 8% | ? | -29% | -1% | -26% | -34% |

A second format for some results above:
6	Cc1ccc(C2CC(c3cccs3)=NN2C(=O)c2ccc(Br)o2)cc1 (stereo unspecified)
  JMJD2A Tudor inh = -13% | HP1b chromo inh = 0% | ERG-DNA inh = 1% | BAZ2B block = 28% | G9a block = ? | ALOX12 inh = 0% | PI4K2A block = -7 | GLS inh = 9% | RGS4 inhibitor = ?
7	COC(=O)c1sc(N2C(=O)C(O)=C(C(=O)c3ccc(C)o3)C2c2ccc([N+](=O)[O-])cc2)nc1C (stereo unspecified)
  JMJD2A Tudor inh = ? | HP1b chromo inh = 10% | ERG-DNA inh = 6% | BAZ2B block = -6% | G9a block = ? | ALOX12 inh = ? | PI4K2A block = 0 | GLS inh = -16% | RGS4 inhibitor = -29%
8	CCc1ccc([C@@H]2CC=C(C(=O)O)[C@H](c3ccccc3F)N2S(=O)(=O)c2ccc(C)cc2)cc1
  JMJD2A Tudor inh = -26% | HP1b chromo inh = 34% | ERG-DNA inh = 7% | BAZ2B block = 1% | G9a block = -12%[2.33 µM] | ALOX12 inh = -27% | PI4K2A block = -6 | GLS inh = 22% | RGS4 inhibitor = -1%
9	COc1ccc(/C=C(\C#N)C(=O)Nc2cc(S(=O)(=O)N3CCCCC3)ccc2N2CCCCC2)cc1
  JMJD2A Tudor inh = -18% | HP1b chromo inh = 13% | ERG-DNA inh = 4% | BAZ2B block = -1% | G9a block = 3%[59 µM] | ALOX12 inh = 11% | PI4K2A block = 3 | GLS inh = 1% | RGS4 inhibitor = -26%

The list continues:
11	COc1ccc(NC(=O)CN2CCN(S(=O)(=O)c3cccs3)CC2)cc1Cl
12	Cc1ccc(-c2nnc(SCC(=O)NC3CCS(=O)(=O)C3)nc2-c2ccc(C)cc2)cc1 (stereo unspecified)
13	COc1ccc(/C=C/C(=O)CCC(=O)O)cc1
14	Cc1c(Nc2nc(-c3cccc([N+](=O)[O-])c3)cs2)c(=O)n(-c2ccccc2)n1C
15	CCOC(=O)Cn1c(=O)n(CC2CCCO2)c2nc(-c3ccc(C(C)C)cc3)nc(C(N)=O)c21 (stereo unspecified)
16	Cc1cccc(N2CCN(S(=O)(=O)c3ccc4c(c3)NC(=O)CO4)CC2)c1C
17	CC(C)N(C(=O)Cn1cc(S(=O)(=O)CC(=O)NCc2ccccc2)c2ccccc21)C(C)C
18	CCOc1ccc(NC(=O)CN2CCN(CC(=O)Nc3ccc(F)c(F)c3)CC2)cc1
19	CC(C)c1ccc(/C=N/n2c(COc3ccccc3)n[nH]c2=S)cc1
20	Cc1cc(C)cc(OCC(=O)Nc2ccc(N3CCCCC3)cc2)c1

| Assay by compound | 11 | 12 | 13 | 14 | 15 | 16 | 17 | 18 | 19 | 20 |
| --- | --- | --- | --- | --- | --- | --- | --- | --- | --- | --- |
| JMJD2A Tudor inh | -10% | -14% | -7% | -20% | -12% | ? | -12% | -11% | 35µM* | -30% |
| HP1b chromo inh | 62%[activator] | 16% | 30% | 6% | 19%[57 µM] | -14% | 12% | 40%[activator] | 40µM* | ? |
| ERG-DNA inh | 6% | -1% | 10% | -13% | 0% | -4% | 2% | -5% | 1% | 3% |
| BAZ2B block | -1% | 0% | 5% | -35% | 0% | ? | 0% | 2% | ? | -34% |
| G9a block | 7%[12.7 µM] | -9%[59 µM] | nt | -49% | -2%[59 µM] | 44% | ? | ? | 50µM* | -5%[2.33 µM] |
| ALOX12 inh | ? | -4% | 6% | -20% | -27% | -4% | 454%[activator] | 0% | ? | 2% |
| PI4K2A block | -3 | 1 | -2 | 3 | 0 | -3 | 2 | 0 | 4 | -10 |
| GLS inh | 2% | 4% | 2% | 6% | 5% | 15% | 4% | -1% | -6% | 2% |
| RGS4 inhibitor | -24% | 0% | -10% | 32% | 14% | -14%[11.4 µM] | 0% | 12% | ? | -25% |

21	Cc1ccc(NC(=O)Nc2nnc(SCC(=O)N(C(C)C)C(C)C)s2)cc1
22	COCc1cc(CN2CCN(Cc3ccsc3)C(CCO)C2)ccc1OC (stereo unspecified)
23	CCOc1ccccc1NC(=O)c1ccc2nc[nH]c2c1
24	O=C(NCCCN1CCCC1=O)c1ccc(NS(=O)(=O)c2ccc(F)cc2)cc1
25	OCCC1CN(Cc2cccc3nccnc23)CCN1Cc1ccc(F)c(F)c1 (stereo unspecified)
26	O=C1CS(=O)CN1c1ccc(Oc2ccccc2)cc1 (stereo unspecified)
27	CC(=O)N(Cc1ccc(F)cc1)Cc1nc2ccccc2c(=O)[nH]1
28	CCOc1ccc(C(=O)N/N=C(\c2ccccc2)c2ccccn2)cc1
29	Cc1cc(C(=O)OCC(=O)NC2CCS(=O)(=O)C2)c(C)n1-c1ccccc1 (stereo unspecified)
30	O=C(O)C1CCCN(S(=O)(=O)c2ccc(-c3ccc(=O)[nH]n3)s2)C1 (stereo unspecified)

| Assay by compound | 21 | 22 | 23 | 24 | 25 | 26 | 27 | 28 | 29 | 30 |
| --- | --- | --- | --- | --- | --- | --- | --- | --- | --- | --- |
| JMJD2A Tudor inh | 0% | -1% | -31% | 0% | -8% | -17% | 7%[11.4 µM] | -34% | -18%[57.1 µM] | -16% |
| HP1b chromo inh | 35% | 20% | 9% | 33% | 9% | 27% | 43%[activator] | 15% | -5% | 37% |
| ERG-DNA inh | 1% | -3% | 7% | -3% | 1% | 1% | 5% | -2% | 7% | 7% |
| BAZ2B block | 3% | -13% | -39% | -1% | 1% | -9% | -5% | 79µM* | ? | -1% |
| G9a block | 5%[59 µM] | 3% | 28%[59 µM] | 29%[12.7 µM] | 5% | 20%[59 µM] | -3% | 7%[59 µM] | -7%[12.7 µM] | nt |
| ALOX12 inh | -22% | -5% | -7% | 3% | -5% | -8% | 4% | -5% | 0% | ? |
| PI4K2A block | -1 | 5 | -3 | 1 | 4 | 2 | -7 | 5 | -7 | -1 |
| GLS inh | 1% | 1% | -3% | -2% | 6% | 2% | -10% | -7% | -7% | 0% |
| RGS4 inhibitor | -8% | -43% | -7% | 2% | 7% | 7% | -8% | 3% | 7%[11.4 µM] | 19%[11.4 µM] |

31	COc1ccc(NC(=S)N2CCc3ccccc3C2)cc1
32	COCCN(CC(=O)Nc1cccc(C)c1C)C(=O)CN1C(=O)NC2(CCCCC2)C1=O
33	CCOC(=O)c1c(-c2ccc(-c3ccccc3)cc2)csc1NC(=O)CCC(=O)O
34	Cc1cccc(NC(=O)CSc2nnc(CCNC(=O)OC(C)(C)C)o2)c1C

| Assay by compound | 31 | 32 | 33 | 34 |
| --- | --- | --- | --- | --- |
| JMJD2A Tudor inh | -4% | -6% | ? | 2% |
| HP1b chromo inh | 27% | 38% | 8% | 41%[activator] |
| ERG-DNA inh | 0% | 8% | 8% | -11% |
| BAZ2B block | -5% | 3% | -37% | -2% |
| G9a block | 9%[59 µM] | ? | -35% | nt |
| ALOX12 inh | -27% | 50%[activator] | 0% | 54%[activator] |
| PI4K2A block | 0 | -6 | 7 | 4 |
| GLS inh | -7% | 1% | 2% | -5% |
| RGS4 inhibitor | -28% | -21% | -11% | -9% |

The list is partial, so the mix of outcomes need not match the whole.
